OXTR ag – human OXTR agonists, primary screen, fluorescence, CHO-OTR cells, Fluo-8 calcium | Fluo-8 calcium fluorescence; normalized: DMSO 0%, oxytocin 100% | activation, % at 3 µM | hit rate 0.32% among 320,000 | AID 2435, 2010;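 active means activation above the mean of all tested compounds plus 3 SD, cutoff set per screening run, cut at about 20% in these data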;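 further: peak over basal fluorescence ratio from a 100 s FLIPR kinetic read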
Target sequence (P30559 whole entry, looked up): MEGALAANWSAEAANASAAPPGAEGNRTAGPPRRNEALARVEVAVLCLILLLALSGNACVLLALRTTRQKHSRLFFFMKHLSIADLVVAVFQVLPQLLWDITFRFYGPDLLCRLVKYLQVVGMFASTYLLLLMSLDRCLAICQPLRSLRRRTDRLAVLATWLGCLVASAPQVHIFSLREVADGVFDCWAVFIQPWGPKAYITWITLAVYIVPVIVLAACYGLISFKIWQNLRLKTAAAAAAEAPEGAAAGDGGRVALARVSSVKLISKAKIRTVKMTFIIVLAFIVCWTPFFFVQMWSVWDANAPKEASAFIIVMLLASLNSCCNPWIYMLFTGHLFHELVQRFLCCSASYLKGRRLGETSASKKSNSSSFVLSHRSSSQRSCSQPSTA
V1R ag counter – agonists of human V1a receptor, primary screen, counter-screen for OXTR agonist project, fluorescence, CHO-V1R cells. Vasopressin V1a receptor (Homo sapiens), P37288. AID 2797, 2010. activation, % at 3 µM. hit rate 0.25% among 320,000. Fluo-8 calcium fluorescence, agonist mode; 0% DMSO, 100% 3 nM vasopressin;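 active means activation above the mean activation of all tested compounds plus 3 SD, per screening run, cut at about 20% in these data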;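 further: signal is peak over basal fluorescence ratio across a 100 second FLIPR read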
OXTR potentiator – human OXTR potentiators, primary screen, fluorescence, CHO-OTR cells, Fluo-8 calcium; Fluo-8 calcium fluorescence, potentiator mode; 0% = oxytocin EC15, 100% = EC100; activation, % at 3 µM; hit rate 0.061% among 320,000;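 active means activation above that plate's cutoff, the mean activation of tested compounds plus 3 SD, cut at about 6.6% in these data, passing the limit was not always enough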;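 further: 100% uses oxytocin at 75 nM as the full agonist control; some results filed as inactive read as strong as hits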
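Assay system: CHO cell line stably expressing human OTR | Also added: Oxytocin at about EC15, sub-maximal agonist stimulus | Times: Compound 6 min at room temperature before oxytocin, 100 s read | Measured by: Fluo-8 intracellular calcium fluorescence, ex 470-495, em 515-575 nm | Controls: EC15 oxytocin alone as 0%, 75 nM oxytocin as 100%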
GPR7 antag – GPR7 receptor antagonists, primary screen, cell-based, fluorescence, single concentration; Neuropeptides B/W receptor type 1 (Homo sapiens), P48145; GPR7-expressing cells, fluorescence antagonist assay; hit rate 1.1% among 290,000; inhibition, % at 4.4 µM; in the data active means inhibition above about 16%, passing the limit was not always enough;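 further: cells stimulated with the agonist NPW; 0% = agonist with vehicle and 100% = vehicle without agonist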
Target sequence (P48145 whole entry, looked up): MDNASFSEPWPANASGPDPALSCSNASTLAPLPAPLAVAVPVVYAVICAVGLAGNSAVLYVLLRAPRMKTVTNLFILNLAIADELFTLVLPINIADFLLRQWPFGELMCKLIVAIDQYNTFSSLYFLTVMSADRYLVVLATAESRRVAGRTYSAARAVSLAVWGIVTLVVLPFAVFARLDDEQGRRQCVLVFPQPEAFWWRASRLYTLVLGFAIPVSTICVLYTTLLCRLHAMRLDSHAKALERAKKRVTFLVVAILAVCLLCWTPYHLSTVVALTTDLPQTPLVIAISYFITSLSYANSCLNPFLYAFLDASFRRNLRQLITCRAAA
CHO-K1 Ca antag – nonselective inhibitor or artifact in parental CHO-K1 cells; ATP-induced calcium, Fluo-8 fluorescence; hit rate 0.6% among 360,000; AID 602250; inhibition, % at 3 µM;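 active means inhibition above a per-plate cutoff, the plate's mean sample inhibition plus 3 SD, cut at about 24% in these data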;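 further: 0% = DMSO plus EC80 ATP and 100% = DMSO alone without ATP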
TAAR1 antagonist – human TAAR1 antagonists, primary screen, Fluo-8 calcium fluorescence, CHO RD-HGA16 cells. Trace amine-associated receptor 1 (Homo sapiens), Q96RJ0. antagonist. inhibition, % at 3 µM. hit rate 1.5% among 360,000. AID 624466, 2012;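 active means inhibition above a per-plate cutoff, the mean inhibition of test compounds on that plate plus 3 SD, cut at about 49% in these data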;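 further: 0% = DMSO plus EC80 beta-PEA response and 100% = DMSO alone without agonist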
Target sequence (Q96RJ0 whole entry, looked up): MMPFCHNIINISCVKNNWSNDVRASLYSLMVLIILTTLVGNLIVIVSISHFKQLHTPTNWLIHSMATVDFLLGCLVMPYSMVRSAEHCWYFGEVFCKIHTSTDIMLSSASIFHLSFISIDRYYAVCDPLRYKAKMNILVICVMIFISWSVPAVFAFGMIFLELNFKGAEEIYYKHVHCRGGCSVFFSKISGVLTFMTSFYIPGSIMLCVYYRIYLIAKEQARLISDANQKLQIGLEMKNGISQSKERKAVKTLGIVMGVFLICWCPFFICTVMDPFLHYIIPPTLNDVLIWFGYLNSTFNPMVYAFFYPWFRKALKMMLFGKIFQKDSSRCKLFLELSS
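Test system – hTAAR1-expressing CHO RD-HGA16 cells, Gα16-coupled · Also added – β-PEA at EC80 concentration, post-compound challenge · Compound – 3 µM, single point · Incubation – dye loading 75 min at 37 °C, then 30 min room temperature · Measured by – Fluo-8 intracellular calcium dye fluorescence, real-time kinetic reads · Benchmarks – vehicle and agonist controls · Replicates – singlicate, one well per test compound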
CHO parental Ca – ATP-evoked calcium signal inhibitors, parental CHO, primary screen, counter-screen for OX1R antagonist project, cell-based, fluorescence, Fluo-8 calcium dye; parental CHO-K1, ATP-induced calcium, Fluo-8 fluorescence; inhibition, % at 5.6 µM; hit rate 0.63% among 330,000; AID 463079, 2010;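 active means inhibition above that plate's mean sample inhibition plus 3 SD, cut at about 26% in these data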;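 further: 0% = ATP-challenged DMSO wells and 100% = DMSO wells without ATP; some compounds past the cut are filed as inactive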
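Material – parental CHO cells · Reagent – ATP stimulus · Compound – single nominal dose of 5.6 µM per compound · Detection – Fluo-8 fluorescence · Read-out basis – percent inhibition of calcium signal · Controls – ATP-challenged DMSO wells low, unchallenged DMSO wells high · Repeats – no replicates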
M1 PAM parental – nonselective calcium activators in parental CHO-K1 cells, primary screen, counter-screen for M1 PAM project, cell-based, Fluo-8 calcium fluorescence, full deck, 1536-well; ATP EC20; 0% at ATP EC20, 100% at ATP max; activation, % at 3 µM; hit rate 0.02% among 360,000;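 active means activation above the run cutoff, the mean activation of all test compounds plus 3 SD, cut at about 40% in these data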;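 further: peak over basal fluorescence ratio in a 140 s read after ATP addition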
CHO-K1 Ca ag – counter-screen for M1 agonists: effect in parental CHO-K1 cells | Fluo-8 calcium fluorescence; scaled to maximal ATP response, vehicle zero | activation, % at 3 µM | hit rate 0.48% among 360,000; in the data active means activation above about 15%;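 further: untransfected CHO-K1 host cells lacking M1 receptor as counterscreen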
* = called active by the depositor; nt = no result given.

Results follow in this order: OXTR ag	V1R ag counter	OXTR potentiator	GPR7 antag	CHO-K1 Ca antag	TAAR1 antagonist	CHO parental Ca	M1 PAM parental	CHO-K1 Ca ag
> N#C/C(=C\c1cccc(O)c1)c1nc2ccccc2o1
    0.0	1.5	-3	6	-20	5	-11	12	1.0
> CC1(C)CCC(=O)N(c2ccc(OC(F)(F)F)cc2)C1=O
    -0.3	0.1	-10	20	9	-11	-7	5	0.3
> CC1(C)CC(=O)/C(=C(\O)CCCN2C(=O)c3ccccc3C2=O)C(=NCCO)C1
    -0.9	3.5	-13	-13	-17	-13	-1	19	1.1
> COc1ccc(-c2cc(C(=O)NN)[nH]n2)cc1OC
    -0.3	-0.7	-8	6	-22	20	-4	17	1.7
> COc1ccc2c(c1)CCC1(C)CC(=O)C=C21 (stereo unspecified)
    nt	nt	nt	nt	-16	-1	nt	-8	0.1
> CN1C(=O)c2ccccc2Sc2ccc(C(=O)O)cc21
    0.7	0.3	-4	-7	-11	-9	-3	13	2.4
> COc1ccc(C(c2nnnn2CC2CCCO2)N2CCN(c3cccc(C)c3C)CC2)cc1 (stereo unspecified)
    -2.2	-0.4	-19	12	-16	-9	-11	6	-0.5
> C=CCNC(=O)c1cnc(-c2ccccc2)nc1-c1ccccc1
    -2.3	-0.7	-5	1	5	-16	-13	-3	0.8
> COC(=O)c1c(NC(=O)c2cccnc2)sc(C(=O)N(C)C)c1C
    -0.2	-0.7	-6	-7	-6	-15	-1	17	0.3
> Cc1ccc(/C(N)=N/OC(=O)CSc2ccccc2)cc1
    -2.1	-0.9	-6	-8	2	-16	-8	8	0.9
> CCOC(=O)c1sc(-c2ccccc2)cc1N
    -0.7	-0.8	-4	-9	-4	-6	-8	14	-0.5
> O=C(O)c1cccc(NC(=O)c2ccc(Cl)c(S(=O)(=O)N3CCCCCC3)c2)c1
    1.8	0.5	5	-11	3	46	-10	11	-0.5
> CSCC[C@H](NC(=O)N1CCn2c1nc1ccccc12)C(=O)NCc1ccc2c(c1)OCO2
    3.5	3.6	-9	-6	0	-16	-33	24	2.4
> O=C(CC1Nc2ccccc2NC1=O)NCCc1ccccc1 (stereo unspecified)
    -0.3	0.2	-15	4	-7	57*	-11	10	0.2
> OC(c1ccccc1)(c1ccccc1)c1nccn1-c1ccccc1
    nt	nt	nt	nt	-11	-1	nt	15	0.2
> COCCN1C(=O)C(=O)/C(=C(/O)c2ccc(S(=O)(=O)N3CCOCC3)cc2)C1c1ccc(O)c(OC)c1 (stereo unspecified)
    -0.8	0.5	-14	-3	3	nt	17	-1	0.4
> COc1ccccc1OCC(=O)Nc1nnc(C2CCCC2)s1
    1.0	2.1	-4	-2	-1	-20	-11	1	4.2
> COCCNc1ncnc2c1ncn2[C@H]1CN(Cc2ccccc2)C[C@@H](CO)O1
    nt	nt	nt	nt	1	-19	nt	6	0.1
> CCCCN(CCCC)C(=O)CCS(=O)(=O)c1ccc2c(c1)n(C)c(=O)c(=O)n2C
    -1.8	-1.6	-2	-13	-5	-3	-10	-8	-0.1
> Nc1ccn(C2OC(COP(=O)(O)O)C(O)C2O)c(=O)n1 (stereo unspecified)
    nt	nt	nt	nt	-6	-9	nt	6	-0.5
> O=C(CN1C(=O)NC(Cc2c[nH]c3ccccc23)C1=O)NC1CC1 (stereo unspecified)
    1.5	1.2	-1	-17	-15	-16	-7	0	0.5
> COc1ccc(/C=N/NC(=O)c2cc(-c3ccccc3)nc3ccccc23)c(OC)c1
    -1.0	-0.4	-1	-7	-7	35	-12	23	2.4
> CCOC(=O)N1CCC(NC(=O)c2cc(C(=O)Nc3ccc(S(=O)(=O)N4CCCCC4)cc3)ccc2CO)CC1
    0.4	-1.0	-7	-5	-1	-13	-10	12	19*
> Cc1cc(NC(=O)CSc2sc3c(O)cc(=O)[nH]c3c2C#N)ccc1Br
    0.2	-0.5	-10	-6	-8	-17	3	1	-0.4
> COCCN1CC(=O)N2C(c3cccc(C)c3)c3[nH]c4ccccc4c3C[C@H]2C1=O (stereo partly specified)
    2.1	7.5	-12	14	8	22	-25	19	5.2
> COc1ccccc1OCCSc1nnc(CNC(=O)c2ccco2)n1C
    0.0	0.8	-21	-4	-2	1	2	-13	0.3
> O=C1CC(C(=O)Nc2cccc(F)c2)n2c(nc3ccccc32)N1 (stereo unspecified)
    0.4	0.4	4	1	-5	-20	-4	2	0.5
> CC(C)C[C@H]1CNC(=S)N1CC1CCCN1C[C@H](CC(C)C)N1C[C@H](Cc2ccc(O)cc2)N(CC2CCCCC2)C1=S (stereo partly specified)
    nt	nt	nt	nt	-5	-33	nt	10	0.6
> O=C(CN1CCCC1)Nc1nnc(-c2cccs2)s1
    -0.1	-0.5	-1	-8	-1	-2	-7	5	-0.6
> COc1ccc(NC(=O)C(CC(=O)O)Cc2ccc(C)cc2)cc1 (stereo unspecified)
    1.6	0.7	3	-5	-2	-35	-1	-14	-0.3

Nine compounds already listed, sorted by formula weight, lowest first:
Results follow in this order: OXTR ag	V1R ag counter	OXTR potentiator	GPR7 antag	CHO-K1 Ca antag	TAAR1 antagonist	CHO parental Ca	M1 PAM parental	CHO-K1 Ca ag
> COc1ccc2c(c1)CCC1(C)CC(=O)C=C21 (stereo unspecified)
    nt	nt	nt	nt	-16	-1	nt	-8	0.1
> O=C(CN1CCCC1)Nc1nnc(-c2cccs2)s1
    -0.1	-0.5	-1	-8	-1	-2	-7	5	-0.6
> CC1(C)CCC(=O)N(c2ccc(OC(F)(F)F)cc2)C1=O
    -0.3	0.1	-10	20	9	-11	-7	5	0.3
> O=C1CC(C(=O)Nc2cccc(F)c2)n2c(nc3ccccc32)N1 (stereo unspecified)
    0.4	0.4	4	1	-5	-20	-4	2	0.5
> COC(=O)c1c(NC(=O)c2cccnc2)sc(C(=O)N(C)C)c1C
    -0.2	-0.7	-6	-7	-6	-15	-1	17	0.3
> COCCN1CC(=O)N2C(c3cccc(C)c3)c3[nH]c4ccccc4c3C[C@H]2C1=O (stereo partly specified)
    2.1	7.5	-12	14	8	22	-25	19	5.2
> COc1ccc(/C=N/NC(=O)c2cc(-c3ccccc3)nc3ccccc23)c(OC)c1
    -1.0	-0.4	-1	-7	-7	35	-12	23	2.4
> Cc1cc(NC(=O)CSc2sc3c(O)cc(=O)[nH]c3c2C#N)ccc1Br
    0.2	-0.5	-10	-6	-8	-17	3	1	-0.4
> CC(C)C[C@H]1CNC(=S)N1CC1CCCN1C[C@H](CC(C)C)N1C[C@H](Cc2ccc(O)cc2)N(CC2CCCCC2)C1=S (stereo partly specified)
    nt	nt	nt	nt	-5	-33	nt	10	0.6

Next section:
Results follow in this order: OXTR ag	V1R ag counter	OXTR potentiator	GPR7 antag	CHO-K1 Ca antag	TAAR1 antagonist	CHO parental Ca	M1 PAM parental	CHO-K1 Ca ag
> Cn1ncc(Br)c1NC(=O)CSc1ccc(Cl)cc1
    6.5	5.8	-12	15	-1	-10	-6	-5	8.7
> COc1ccc(C(C(C(=O)c2ccco2)N2CCOCC2)N2CCOCC2)cc1 (stereo unspecified)
    -0.6	1.1	-10	-10	-10	-2	-5	12	0.5
> COC(=O)c1ccc2c(c1)NC(=O)CS2
    0.2	0.6	-4	5	-11	-14	-15	10	0.3
> CCNC(=S)N/N=C/c1cccs1
    -0.1	-0.3	0	-14	0	1	-9	11	0.1
> Cc1ccc(C(=O)NCCN2CCOCC2)c(Cl)c1
    0.2	0.6	0	4	6	10	-11	0	-0.4
> Cc1cccc(CSc2nnc(-c3cccs3)n2Cc2ccco2)c1
    -1.5	-2.1	-8	11	3	-6	-6	0	0.2
> NS(=O)(=O)c1cc(Br)c2c(c1)S(=O)(=O)NCN2
    nt	nt	nt	nt	-6	5	nt	5	0.0
> CCOc1cc(NC(=O)c2ccccn2)c(OCC)cc1NC(=O)c1ccc(C)cc1
    -0.4	-0.5	0	3	-14	-28	-12	25	0.8
> CSCCC(NS(=O)(=O)c1cccc(C(F)(F)F)c1)C(=O)N(C)CCOc1ccc(Cl)cc1 (stereo unspecified)
    1.6	4.6	-10	nt	-7	8	-33	26	3.0
> CCNCCC(CCC(C)C)c1ccc2c(c1)OCO2 (stereo unspecified)
    7.4	3.8	-1	8	0	15	-4	5	1.0
> O=C(O)c1ccc(NC(=O)c2cn(-c3ccccc3)nc2-c2ccc(Cl)cc2)cc1
    1.6	2.1	-13	-13	1	74*	0	5	2.8
> CCCCCNC(=O)c1ccc(NC(=O)CC2SC(N3CCCC3)=NC2=O)cc1 (stereo unspecified)
    nt	nt	nt	nt	-8	-22	nt	18	0.1
> CC1CCN(S(=O)(=O)c2cn(CC(=O)N3CC(C)CC(C)C3)c(=O)c3ccccc23)CC1 (stereo unspecified)
    -0.6	1.1	-7	-2	-3	-11	-1	12	-0.2
> Cn1cc(S(=O)(=O)Nc2cccc3ccccc23)c(=O)n(C)c1=O
    0.6	1.2	-1	-9	-3	-6	-3	2	0.7
> Cc1cc(/C=C2/C(=O)N(C)C(=S)N2C)ccc1N1CCCC1
    23*	29*	-21	-12	8	48	42*	-11	3.0
> CCOC(=O)c1ccccc1NC(=O)Cc1ccc(S(=O)(=O)N2CCCC2)s1
    -0.7	-1.1	-2	nt	-11	-5	-18	6	0.0
> COCCCNC(=O)c1ccc(CSCc2ccc(C)cc2)o1
    1.7	2.0	-13	2	0	6	-19	-2	2.8
> COc1cccc(C2=NOC(C(=O)Nc3cccnc3Cl)C2)c1 (stereo unspecified)
    -0.5	1.2	-9	7	-5	-1	4	17	0.5
> O=C1CS/C(=N/N=C\c2ccn[nH]2)N1
    -0.7	1.2	-2	10	-5	-1	-17	14	0.5
> COc1cccc(C(=O)NCCN2CCOCC2)c1
    -0.1	1.7	-4	15	0	5	2	5	0.3
> O=C(NNS(=O)(=O)c1ccc(F)cc1)c1cc2ccccc2cc1O
    7.7	16	-13	-4	-6	2	-8	12	3.7
> C/C(=C\c1ccc(Br)cc1)C(=O)c1c(C)cc(C)[nH]c1=O
    nt	nt	nt	-9	7	12	nt	-15	-0.3
> O=C(NC(c1ccc(Cl)cc1)c1ccsc1)C1CCN(Cc2cccc(C(F)(F)F)c2)CC1 (stereo unspecified)
    nt	nt	nt	nt	-4	-24	nt	11	0.6
